# HTRA1 inh: blocks human HTRA1 serine peptidase. Q92743. recombinant HTRA1, FP-rhodamine activity-based probe, fluorescence polarization. inhibition, % at 5.96 µM. 340,000 compounds, 0.5% hits; in the data active means inhibition above about 36%;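 further: 0% = enzyme with DMSO and 100% = wells lacking enzyme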
# DDE Tn7 FP inh: inhibitors of Tn7 peptide binding to human fibrin DD(E). P02675. FP displacement of FITC-Tn7 peptide from fibrin DD(E); 0% = median of compound wells per plate. inhibition, % at 8.3 µM. 370,000 compounds, 0.13% hits. AID 720508;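 active means inhibition above the mean of compounds falling within the control limits plus 3 SD of them, cut at about 14% in these data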;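 further: 0% = plate median of compound wells and 100% = 10 µM Aha-Tn7 peptide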
#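 Test system: human clot-derived fibrin DD(E) complex / Quantity: 2 µM final DD(E) protein / Incubation: 10 min plus 3 h, room temperature / Measured by: fluorescence polarization / Benchmarks: high control of 10 µM Aha-Tn7 peptide / Replicates: singlicate testing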
# PG9 binder: small molecules binding HIV-1 gp120 antibody PG9; AID 624416; 360,000 compounds, 0.43% hits; TR-FRET gp120-PG9 antibody binding; inhibition, % at 6.7 µM; in the data active means inhibition above about 8.5%
# SIAE inh: blocks human sialic acid acetylesterase; Q9HAT2; SIAE FP-Rh probe binding, fluorescence polarization; inhibition, % at 9.66 µM; 370,000 compounds, 0.69% hits;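 active means inhibition above a cutoff: mean of compounds within the control limits plus 3 SD of those, cut at about 17% in these data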;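 further: 0% = plate median of compound wells and 100% = probe without SIAE protein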
# TCR-CD3 inh: human TCR-CD3 binding inhibition; TAMRA-labeled TCR probe fluorescence, biochemical; inhibition, % at 9.4 µM; 360,000 compounds, 0.37% hits; AID 651800; in the data active means inhibition above about 19%;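 further: recombinant mutant TCR 2C K166C tagged with TAMRA read by polarization; 0% = receptor in buffer alone and 100% = receptor with positive control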
# PRMT1 inh: PRMT1 (human) inhibition, primary screen | recombinant PRMT1, activity-based probe fluorescence polarization | inhibition, % at 2.79 µM | 370,000 compounds, 1.3% hits | AID 652257;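 active means inhibition above about 21% made by adding two undisclosed values, limit read from the data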
# UHRF1 binding: blocks human UHRF1 binding to methylated DNA; Q96T88; UHRF1 binding to methylated oligo, TR-FRET; inhibition, % at 4.4 µM; 370,000 compounds, 0.75% hits; in the data active means inhibition above about 21%;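 further: UHRF1 SRA domain binding a hemimethylated CpG hairpin DNA probe; 0% = median of test compound wells and 100% = reference inhibitor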
# LEDGF integ inh: blocks HIV-1 LEDGF/p75-dependent DNA integration; inhibition, % at 3.7 µM; 370,000 compounds, 0.64% hits; TR-FRET IN-LEDGF/p75 DNA integration, Eu/Cy5;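 active means inhibition above the screen-wide mean plus 3 SD, cut at about 13% in these data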;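 further: signal is the Cy5 over europium emission ratio at 671 and 618 nm; 0% = plate median of compound wells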
# ABHD4 inh: inhibits mouse alpha/beta hydrolase domain 4. Q8VD66. purified mABHD4, FP-Rh probe fluorescence polarization. inhibition, % at 8.92 µM. 370,000 compounds, 0.54% hits. AID 720543;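 active means inhibition exceeding the mean over every tested compound plus 3 SD, cut at about 30% in these data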;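 further: 0% = plate median of compound wells and 100% = S159A mutant with DMSO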
# Target sequence (Q8VD66 whole entry, looked up, the tested form may be a part): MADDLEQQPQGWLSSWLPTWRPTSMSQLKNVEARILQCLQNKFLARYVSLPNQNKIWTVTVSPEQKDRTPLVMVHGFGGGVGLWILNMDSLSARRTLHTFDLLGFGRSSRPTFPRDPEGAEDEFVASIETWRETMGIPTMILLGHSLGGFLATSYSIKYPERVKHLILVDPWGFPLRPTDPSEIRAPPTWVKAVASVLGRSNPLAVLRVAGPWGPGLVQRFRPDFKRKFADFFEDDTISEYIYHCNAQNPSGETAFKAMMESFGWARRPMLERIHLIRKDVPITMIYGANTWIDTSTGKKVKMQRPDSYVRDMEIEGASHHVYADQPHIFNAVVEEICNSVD
#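 assay system = mABHD4 protein | compound dosing = single nominal dose of 8.92 µM, 0.89% DMSO final | read-out basis = percent inhibition of probe binding, normalized to plate controls | schedule = Enzyme–compound pre-incubation 45 min, then probe 60 min, both 25 °C | detection = fluorescence polarization, excitation 525 nm, emission 598 nm, BODIPY TMR filters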
# TDP2 inh: blocks human TDP2 phosphodiesterase activity; O95551; recombinant TDP2, T5PNP hydrolysis, p-nitrophenol absorbance 415 nm; inhibition, % at 12.8 µM; 370,000 compounds, 0.34% hits; AID 720702;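 active means inhibition above the mean of all tested compounds plus 3 SD, set per campaign, cut at about 25% in these data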;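 further: 0% = DMSO with enzyme and 100% = buffer with substrate but no TDP2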
# Target sequence (O95551 whole entry, looked up): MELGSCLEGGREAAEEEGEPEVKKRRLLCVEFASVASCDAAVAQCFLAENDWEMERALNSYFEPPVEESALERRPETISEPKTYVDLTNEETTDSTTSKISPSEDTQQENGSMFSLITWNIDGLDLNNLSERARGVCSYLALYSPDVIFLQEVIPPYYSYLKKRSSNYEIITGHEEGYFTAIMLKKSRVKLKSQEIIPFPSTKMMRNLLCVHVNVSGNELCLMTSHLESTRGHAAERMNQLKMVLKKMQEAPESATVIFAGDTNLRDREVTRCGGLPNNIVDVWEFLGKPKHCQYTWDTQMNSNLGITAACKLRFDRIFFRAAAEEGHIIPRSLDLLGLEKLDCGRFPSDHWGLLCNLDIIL
#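 test system = human TDP2 enzyme | input = TDP2 enzyme at 120 nM final | medium = 50 mM Tris-HCl pH 7.5 with Mg2+, KCl, DTT, BSA | also added = T5PNP substrate, 5 mM | times = 2 h at 37 °C | technique = epi absorbance | benchmarks = high control without enzyme, low control DMSO plus TDP2 | replication = each compound tested once, singlicate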
# Active calls of the source: *; nt = not tested or not shown.
SMILES,HTRA1 inh,DDE Tn7 FP inh,PG9 binder,SIAE inh,TCR-CD3 inh,PRMT1 inh,UHRF1 binding,LEDGF integ inh,ABHD4 inh,TDP2 inh
C#CCN(C[C@@H]1[C@@H](OC(=O)NCc2ccccc2F)[C@@H](OC(=O)NCc2ccccc2F)Cn2c(=O)n(CCCCCC)c(=O)n21)S(=O)(=O)c1ccc(C)cc1,-15,2,-1.8,-5,8,-3,-2,-1,-11,9
COc1cccc(NC(=O)Nc2nnc(CC(=O)NCc3ccccc3)s2)c1,-16,-4,-0.7,-19,2,-2,-1,-2,-26,-4
Cc1ccc(C2Nc3ccccc3NC3=C2C(=O)CC(C)(C)C3)c(O)c1 (stereo not given),7,-4,-1.4,9,0,-3,0,-2,1,14
O=C(/C=C/c1ccco1)Nc1ccc(Cl)c(S(=O)(=O)N2CCOCC2)c1,-19,-5,-1.1,-20,3,2,-3,1,-6,3
CCCCCOC(=O)Nc1nnc(CCCCC)s1,2,-6,0.1,1,3,0,-3,5,-1,-2
COCCCNC(=S)N1CCN(c2nc(-c3ccc(F)cc3)cs2)CC1,-6,9,-1.8,3,2,2,65*,2,-10,-4
CSCCC(C(=O)Nc1c(C)cccc1C)N1CCN(c2ccc(C(F)(F)F)cn2)CC1 (stereo not given),nt,-8,-0.3,-3,6,1,3,-1,-3,-8
COc1cc(-c2nc3cc(C)ccn3c2NC2CCCCC2)ccc1-c1ccc(C(C)=O)cc1,-22,1,-1.4,5,2,1,-2,1,10,-1
N#Cc1ccc(CSc2nnc(NC(=O)c3ccc(=O)[nH]c3)s2)cc1,-12,2,-0.9,-6,-6,5,0,1,0,1
COc1ccc(OC)c(NC(=O)Nc2nc(C(N)C(C)C)cs2)c1 (stereo not given),nt,7,0.8,1,0,0,-1,0,6,-1
Cc1ccc2c(Cl)c(C(=O)NCC(c3ccco3)N3CCCC3)sc2c1 (stereo not given),-12,-5,-2.1,0,4,1,-1,1,-2,2
Cc1onc(-c2ccccc2Cl)c1C(=O)OCC(=O)c1c(N)n(C)c(=O)n(C)c1=O,-5,-7,0.4,-2,7,2,0,3,-6,2
CC(NC(=O)c1ccco1)C(=O)N1CCN(c2ccccc2)CC1 (stereo not given),1,-12,0.3,2,-4,-1,3,2,-4,-11
COc1ccc(Cc2noc(CN(C)Cc3ccc(-n4cccn4)cc3)n2)cc1OC,-2,4,-1.2,-7,-4,-1,-2,2,-3,3
OC[C@@H]1CN(C2CCCC2)C[C@H](n2cnc3c(NC4CC4)ncnc32)O1,nt,-5,0.4,-2,0,5,-1,-2,7,7
Cc1c(C(=O)O)cccc1-n1c(C)cc(C=O)c1C,5,0,-0.1,3,5,3,4,-1,6,9
CC(=O)NN(O)C1N(C)C(=O)N(Cc2ccccc2)C1(C)C (stereo not given),1,-2,-1.2,8,0,-4,-2,3,-1,5
C=CC[C@@H](CC(=O)N[C@@H](CO)Cc1ccccc1)C(=O)NC[C@H](OC(=O)[C@@H](CC=C)Cc1ccc(F)cc1)c1ccccc1,3,4,1.0,2,10,-1,3,0,1,-1
Cc1ccc(NCCC(=O)c2ccc(Cl)cc2)cc1C,-2,-3,0.2,-1,4,0,-5,5,0,1
Cc1ccc(CNC(=O)C(=O)NCC2OCCN2S(=O)(=O)c2ccc3c(c2)OCCO3)cc1 (stereo not given),-6,-4,-0.1,5,-4,-1,-2,1,-3,6

# Arranged by SMILES length (low to high): some entries from above.
SMILES,HTRA1 inh,DDE Tn7 FP inh,PG9 binder,SIAE inh,TCR-CD3 inh,PRMT1 inh,UHRF1 binding,LEDGF integ inh,ABHD4 inh,TDP2 inh
Cc1ccc(NCCC(=O)c2ccc(Cl)cc2)cc1C,-2,-3,0.2,-1,4,0,-5,5,0,1
CC(NC(=O)c1ccco1)C(=O)N1CCN(c2ccccc2)CC1 (stereo not given),1,-12,0.3,2,-4,-1,3,2,-4,-11
COc1ccc(OC)c(NC(=O)Nc2nc(C(N)C(C)C)cs2)c1 (stereo not given),nt,7,0.8,1,0,0,-1,0,6,-1
Cc1ccc2c(Cl)c(C(=O)NCC(c3ccco3)N3CCCC3)sc2c1 (stereo not given),-12,-5,-2.1,0,4,1,-1,1,-2,2
N#Cc1ccc(CSc2nnc(NC(=O)c3ccc(=O)[nH]c3)s2)cc1,-12,2,-0.9,-6,-6,5,0,1,0,1
OC[C@@H]1CN(C2CCCC2)C[C@H](n2cnc3c(NC4CC4)ncnc32)O1,nt,-5,0.4,-2,0,5,-1,-2,7,7
CSCCC(C(=O)Nc1c(C)cccc1C)N1CCN(c2ccc(C(F)(F)F)cn2)CC1 (stereo not given),nt,-8,-0.3,-3,6,1,3,-1,-3,-8
COc1cc(-c2nc3cc(C)ccn3c2NC2CCCCC2)ccc1-c1ccc(C(C)=O)cc1,-22,1,-1.4,5,2,1,-2,1,10,-1
Cc1onc(-c2ccccc2Cl)c1C(=O)OCC(=O)c1c(N)n(C)c(=O)n(C)c1=O,-5,-7,0.4,-2,7,2,0,3,-6,2
Cc1ccc(CNC(=O)C(=O)NCC2OCCN2S(=O)(=O)c2ccc3c(c2)OCCO3)cc1 (stereo not given),-6,-4,-0.1,5,-4,-1,-2,1,-3,6
C=CC[C@@H](CC(=O)N[C@@H](CO)Cc1ccccc1)C(=O)NC[C@H](OC(=O)[C@@H](CC=C)Cc1ccc(F)cc1)c1ccccc1,3,4,1.0,2,10,-1,3,0,1,-1

# (next part)
SMILES,HTRA1 inh,DDE Tn7 FP inh,PG9 binder,SIAE inh,TCR-CD3 inh,PRMT1 inh,UHRF1 binding,LEDGF integ inh,ABHD4 inh,TDP2 inh
CNC(=O)COC(=O)c1ccc(Cl)c(S(=O)(=O)N2CCCC2)c1,2,4,-0.1,-3,-2,3,1,-5,7,0
O=S(=O)(NCC1CCCO1)c1ccc(-c2ccc(Cl)cc2)cc1 (stereo not given),1,2,-0.9,-11,1,2,-1,-3,-7,-3
Cn1c(=O)n(C)c2cc(NC(=O)C(F)(F)F)ccc21,-5,-3,0.5,6,-1,0,2,5,6,7
O=C(CCCN1CC=C(n2c(=O)[nH]c3ccccc32)CC1)c1ccc(F)cc1,-1,-2,-2.9,-1,-3,2,23*,-2,5,-1
COc1ccc(OC)c(NC(=S)N(CCc2c(C)[nH]c3ccccc23)Cc2cccs2)c1,-9,1,-1.2,15,-1,-2,-2,-5,5,-3
C=CCN1C(=O)[C@H](CC(=O)NCc2ccc(OC)c(OC)c2)[C@@]2(C(=O)OCC)CCCC=C12,nt,6,nt,-5,nt,0,-2,-2,3,-8
COc1cccc(OCCSc2nc3ccccc3c(=O)[nH]2)c1,-7,7,24*,-4,2,-1,0,-2,-5,5
CCOc1c(Br)cc(C2NC(=O)CCC2[N+](=O)[O-])cc1OC (stereo not given),-2,-1,-1.8,0,-7,4,2,1,1,4
Cc1ccc(NC(=O)N2CCC(C(=O)c3ccc(F)cc3)CC2)cc1,-6,5,-0.7,0,6,-1,-3,-1,0,4
Cc1cccc(C)c1NC(=O)CN1C(=O)NC(C)(CCc2ccccc2)C1=O (stereo not given),2,-11,-3.1,-1,59*,-1,1,4,-2,0
COc1cc(C(C)=O)ccc1OCCN1CCC(Cc2ccccc2)CC1,6,4,2.0,-3,-12,3,6,-3,15,17
COc1cc([C@@H]2C[C@H]3CN(c4ccccc4)C(=O)[C@]34CCCN24)cc(OC)c1OC,-3,0,-0.6,2,-3,1,-3,0,-8,17
O=C(CSc1nnnn1-c1ccc(O)cc1)Nc1ccc(N2CCOCC2)c(Cl)c1,-5,2,-2.7,-2,1,-2,-5,-5,-7,-6
Cc1cc(C)c(NS(=O)(=O)c2ccc3c(c2)n(C)c(=O)n3C)c(C)c1,-5,0,1.2,3,3,3,1,3,0,12
CC(C)(C)OC(=O)Nc1ccccc1-n1nnnc1C(C(=O)c1ccc(F)cc1)N1CCOCC1 (stereo not given),nt,4,-0.8,1,6,9,-2,0,4,1
COC(=O)[C@@H](NC(=O)Nc1ccc(OC)cc1)C(C)C,3,4,1.3,1,5,-4,0,-1,-1,8
COC(=O)c1c(C)[nH]c(C(=O)/C=C/c2ccccc2F)c1C,-4,-3,-1.4,-3,-3,-3,-1,-6,2,-6
COC(=O)[C@@]12CCCCN1[C@H](c1ccc(-c3cccc(Cl)c3)cc1)[C@@H]1C(=O)N(C)C(=O)[C@@H]12,-3,2,0.1,-8,0,-2,0,-4,2,4
Cc1ccc(C)c(OCCC(=O)NNC(=O)c2ccncc2)c1,-2,-2,-1.1,1,6,2,3,0,8,2
CCOC(=O)C1C(c2ccc([N+](=O)[O-])cc2)C2C(=O)NN=C2CC1(C)O (stereo not given),nt,-3,-3.7,0,-2,-3,3,4,-6,-8
N#Cc1ccccc1OCC(=O)OCCCOC(=O)COc1ccccc1C#N,-2,-1,0.2,1,-3,4,0,0,-4,-4
Cc1ccc(NC(=O)CCNC(=O)c2ccc([N+](=O)[O-])cc2)cc1C,-3,1,-1.1,6,8,-7,-6,5,3,-3
O=C(NCCCN1CCN(c2ccccc2F)CC1)C1CCCN(S(=O)(=O)c2cnc[nH]2)C1 (stereo not given),2,1,-0.4,0,0,6,6,-2,-6,-13
COc1ccc(NC(=O)CN2CCN(c3ccccc3F)CC2)cc1,-3,-10,-2.0,4,-3,-2,3,1,1,4
Cc1cc(C(=O)N/N=C/C(Cl)=C/c2ccccc2)c(C)o1,-14,-1,-3.7,-8,4,0,-4,2,0,-2
NC(=O)[C@H]1CC2(CC(c3cccc(NC(=O)[C@H]4CCC(=O)N4)c3)=NO2)CN1C(=O)c1cc([N+](=O)[O-])cc([N+](=O)[O-])c1 (stereo not given in full),-2,-2,0.1,3,9,-5,-1,2,4,9
CCOC(=O)CC(=O)CSc1nnc2sc3ccccc3n12,4,0,0.0,4,-2,0,-1,-1,5,-8
CC(=O)Nc1ccc(-c2ccnc3c2CC(C)(C(=O)Nc2cccc(OC(F)(F)F)c2)O3)cc1 (stereo not given),nt,0,0.1,-54,-4,5,0,2,-39,9
COc1cc(/C=C/C(=O)c2ccc(NS(=O)(=O)c3ccc(C)cc3)cc2)cc(OC)c1O,6,2,1.0,78*,-11,7,5,-1,-8,2
